Screening results as filed in PubChem BioAssay.
All columns: NCI-60 one-dose screen, growth in % after 48 h at 10 µM unless noted; 100 = growth as untreated, 0 = no growth, -100 = all killed.
PC-3 – PC-3 prostate cancer cells; 80,000 tested, 3.9% active; AID 1794754
SF-295 – SF-295 CNS cancer cells; AID 1794758; 79,000 tested, 5.6% active
OVCAR-8 – OVCAR-8 ovarian cancer | 81,000 tested, 4.4% active
SF-268 – SF-268 CNS cancer cells; 82,000 tested, 3.1% active
SF-539 – SF-539 CNS cancer. 81,000 tested, 6.8% active. AID 1794752
OVCAR-3 – OVCAR-3 ovarian cancer; 79,000 tested, 7% active; AID 1794787
DU-145 – DU-145 prostate cancer; 81,000 tested, 4.2% active
U251 – U251 CNS tumor cells. 80,000 tested, 5.4% active. AID 1794753
SNB-19 – SNB-19 CNS cancer cells; 81,000 tested, 2.5% active; AID 1794751
Active calls of the source: *; . = not tested or not shown; & = joins results of further samples. Rule for the calls: active = growth percent below 10; inactive = the rest. Not a hit list (roughly 10% active in at least one column).

compound,SF-268,U251,PC-3,SNB-19,SF-539,DU-145,SF-295,OVCAR-3,OVCAR-8
O=C(C(=Cn1c(=S)[nH]c2ccc([N+](=O)[O-])cc21)C(=O)c1ccccc1)c1ccccc1,97,105,102,106,103,100,99,104,108
CSc1oc(CCS(=O)(=O)c2ccc(C)cc2)nc1S(=O)(=O)c1ccc(C)cc1,87,105,105,102,97,94,103,88,104
NC(N)=N/N=C(/C[n+]1ccccc1)c1ccc(Cl)cc1,95,84,92,99,99,109,99,102,101
COc1cccc2occ(/C=N/NC(=S)SC)c(=O)c12,92,96,92,99,94,105,101,100,97
COC(=O)[C@H]1CCCN1C(=O)[C@H]1CCCN1C(=O)[C@@H](Cc1c[nH]c2ccccc12)NC(=S)Nc1cc(C(F)(F)F)cc(C(F)(F)F)c1,36,.,34,37,74,52,-51*,48,67
Cc1nc2sc(-c3nc4ccccc4[nH]3)c(N)c2c(C)c1Cl,91,80,.,109,.,70,92,96,80
Cc1ccc(S(=O)(=O)CCc2cc[n+](C)cc2)cc1,105,96,84,98,103,103,116,109,100
N#Cc1c(Nc2ccccc2)nn2c(-c3ccc(Cl)cc3)ccnc12,100,99,104,100,99,105,99,.,101
O=C(CSc1nc2c(c(=O)[nH]1)CCCC2)NNC(=O)c1ccccc1Cl,105,101,103,104,106,111,96,113,106
C(=N\Nc1ccc2ccccc2n1)/c1ccccn1,17,10,45,21,-14*,23,15,45,19

Profiles as entered above. Order of screens: SF-268	U251	PC-3	SNB-19	SF-539	DU-145	SF-295	OVCAR-3	OVCAR-8
Profile of `Cc1ccc(S(=O)(=O)CCc2cc[n+](C)cc2)cc1` → 105	96	84	98	103	103	116	109	100
Profile of `COc1cccc2occ(/C=N/NC(=S)SC)c(=O)c12` → 92	96	92	99	94	105	101	100	97

Other structures:
compound,SF-268,U251,PC-3,SNB-19,SF-539,DU-145,SF-295,OVCAR-3,OVCAR-8
O=C1N/C(=C\c2nc3ccccc3s2)c2ccccc21,107,108,88,101,85,115,131,96,101
NS(=O)(=O)c1cccc(Nc2nc(SCC(=O)c3ccc(Br)cc3)nc3c2CCC3)c1,93,63,95,67,95,99,91,.,95
Nc1n[nH]c2ccc([C@@H]3Nc4cc5[nH]ncc5cc4[C@H]4C5CCC(C5)[C@@H]34)cc12 (some centres not stated),45,19,25,20,-11*,21,12,-28*,30
CC1(c2cc(NC(=O)Cc3ccc4ccccc4c3)n(C3CCCCC3)n2)CC1,97,99,97,100,95,105,91,106,106
CC1CCCCC[N+]12CCCC2 (configuration not stated),109,85,93,106,104,105,92,116,101
CCC(O)(C(c1ccccc1)c1ccccn1)C(c1ccccc1)c1ccccn1 (configuration not stated),95,107,97,108,92,103,122,102,106
COc1ccc(-c2nc(N/N=C/c3ccc(F)cc3)nc(N3CCOCC3)c2C#N)cc1,90,101,79,90,92,90,94,87,81
O=S1(=O)CCC(N(/N=C/c2ccco2)c2ccccc2)C1 (configuration not stated),102,99,93,104,98,111,.,105,95
CCOC(=O)C(C#N)=C(c1ccccc1)c1ccccc1,109,93,116,95,91,101,100,106,95
Cc1ccc2c(c1)C1(Nc3cc(Cl)ccc3S1)C(=O)N2C (configuration not stated),97,92,82,98,107,105,98,103,98
O=C(Nc1ccc(Nc2ccncc2)cc1)c1ccc(C(=O)Nc2ccc(Nc3ccncc3)cc2)cc1,75,64,60,77,83,86,92,111,74
Cc1ccc2oc(=O)cc(-c3nnc(N)o3)c2c1,101,102,93,98,95,109,97,103,103
CC(C)c1ccc(C(=O)Nc2nc3ccc(O)c(CN(C)C)c3s2)cc1,87,69,83,98,69,63,96,91,83
CN(c1oc(-c2ccc(Cl)cc2)nc1C#N)S(=O)(=O)c1ccccc1,96,103,98,101,104,104,98,102,103
CCCCOc1ccc(N)cn1,84,100,85,109,94,105,100,93,97
Cc1cc(C)c([I+]c2c(C)cc(C)cc2C)c(C)c1,-67*,-89*,-17*,-78*,-75*,15,-34*,-45*,-60*
COc1cc(/C=C2/C(=O)Nc3ccc(Cl)cc32)ccc1OCc1ccc(Cl)cc1,90,51,84,91,92,90,98,.,91
CC(C)NC(=O)c1cc(-c2ccc(NC(=O)Nc3ccc(N4CCN(C)CC4)c(C(F)(F)F)c3)cc2)nc2cccnc12,-43*,-86*,-73*,-93*,-100*,-89*,-96*,-85*,-81*
COc1ccc(CC[N+](C)(C)C)cc1OC,106,96,108,97,106,120,104,101,102
COCCOc1ccc(-c2csc(NC(C)=O)n2)cc1NS(=O)(=O)c1cccc2c(N(C)C)cccc12,96,99,69,71,91,98,96,.,98
CC(=O)/C(Cc1ccccc1)=N/O,104,95,85,99,92,115,105,106,96
Cc1cccc(C(=O)O)c1O,97&100&99&101,93&102&100&94,88&99&92&95,97&103&99&102,96&109&103&109,115&110&109&97,97&101&95&110,109&109&101&100,103&110&106&103
S=C(SCc1nc(-c2ccc(Cl)cc2)no1)N1CCSCC1,123,.,89,106,95,108,87,112,97
O=C(c1ccccc1)c1ccc2nc(-c3ccc(F)cc3)[nH]c2c1,48,-27*,56,75,51,75,97,33,83
COc1ccc2nc(Cl)c(-c3nc4ccccc4[nH]3)cc2c1,103,95,88,95,105,108,96,103,95
CCCCN1C(=O)C2C3C=CC(C3)C2C1=O (configuration not stated),105,92,94,103,106,108,106,121,96
Cc1ccnc(NC(c2ccccc2)c2ccc3cccnc3c2O)c1 (configuration not stated),35,20,35,40,25,48,26,19,28
Cc1cc(=O)oc2cc(OS(=O)(=O)N3CCCC3)ccc12,100,99,93,96,99,105,100,112,102
CC1Cc2cc(Cl)ccc2-n2cccc21 (configuration not stated),117,107,98,111,81,109,100,119,106
C=C1CCC2C(C)(CO)C(O)CCC2(C)C1C/C=C1/C(=O)OCC1Oc1ccccc1OC (configuration not stated),100,95,88,95,91,90,93,41,85
C[n+]1ccc(/C=N/O)cc1,101,104,97,96,104,111,98,110,97
Cc1cc(Nc2cccc(Cl)c2)nc(N)n1,102,110,101,98,101,102,99,104,97
CCCC1(CO)NC(=O)NC1=O (configuration not stated),107,98,99,110,102,112,98,114,108
O=C(Nc1nc2ccc(Br)cc2s1)c1ccccc1,118,108,99,105,97,110,96,111,112
OC(COc1ccccc1Cl)CN1CCN(c2cccc(Cl)c2)CC1 (configuration not stated),105,98,84,98,101,114,105,113,92
FC(F)(F)c1cc(Br)cc(C(F)(F)F)c1,118,99,102,107,94,127,100,138,99
COc1ccc(-c2nnc3c(/C=C/c4cccc([N+](=O)[O-])c4)nc4ccccc4n23)cc1,93,99,85,92,96,103,124,108,96
C=CCN1C(=O)CSC1=S,99,106,103,108,94,104,113,110,98
S=c1[nH]nc(Cn2c3ccccc3c3ccncc32)o1,103,95,99,99,101,108,108,98,94
CCOC(=O)NC1CC2c3ccccc3C1c1ccccc12 (configuration not stated),117,95,89,105,106,110,92,117,107
O=C(CCCCCC1CCCCC1)OC1CCCCC1,103,97,94,104,109,109,114,110,102
O=C(c1ccccc1)c1c(/C=C/c2ccc(Br)cc2)nc2ccccc2c1/C=C/c1ccc(Br)cc1,97,94,84,95,99,111,97,105,95
Cc1ccccc1/C=C/c1nn2c(-c3cccnc3)nnc2s1,104,108,103,96,98,101,109,.,102
Nc1cc(S(N)(=O)=O)ccc1N1CCCCC1,111,94,95,122,101,116,102,117,106
Nn1c(N=Nc2c(O)[nH]c3ccccc23)n[nH]c1=S,90,111,100,107,101,98,103,114,105
COc1ncnc2[nH]cc(CN3CCN(c4ccc(F)cc4)CC3)c12,104,99,100,102,108,116,98,114,100
CC(=O)c1sc(/N=C2\NC(=O)/C(=C3/C(=O)N(Cc4ccccc4)c4ccccc43)S2)nc1C,101,105,99,110,100,101,101,100,111
O=C(O)CCCCCCCCCCN1C(=O)/C(=C/c2cnc(-c3ccc(Cl)cc3)s2)SC1=S,49,-13*,25,27,36,13,8.8*,-15*,-2.1*
c1ccc2cc(-c3cc(-c4ccc5c(c4)OCCO5)[nH]n3)ccc2c1,102,96,102,101,98,93,96,.,108
CCCN1CCN(c2ccc3nc(-c4ccc5nc(-c6ccc(OCC)c(OCC)c6)[nH]c5c4)[nH]c3c2)CC1,16,-72*,-41*,-40*,-88*,-64*,-63*,-64*,-11*

Next compounds follow:
compound,SF-268,U251,PC-3,SNB-19,SF-539,DU-145,SF-295,OVCAR-3,OVCAR-8
N=C(N)c1ccc(-c2ccc(-c3ccc(-c4cccs4)s3)s2)cc1,93,91,89,98,88,90,101,95,101
Nc1ccc(Nc2ccc([N+](=O)[O-])cc2[N+](=O)[O-])cc1,92,90,80,108,87,104,100,92,96
CCOc1ccc(CCNC(=O)c2cccs2)cc1OCC,108,96,101,104,102,116,98,121,111
CCOc1cc(CC[N+](C)(C)C)cc2c1ccc1ccc(OC)c(OC)c12,83,79,83,87,104,107,105,83,101
CC(=O)NNC(=S)/N=C/c1c(O)cc(C)oc1=O,98,101,100,109,99,.,102,105,100
Cc1ccc(NC(=O)/C=C\C(=O)O)cc1,102,98,100,111,108,111,.,111,104
COc1ccc(NC2=CC(=O)C(C)=C(C)C2=O)cc1OC,107,101,81,101,118,112,108,29,89
Cc1ccc[n+](C(CO)c2ccccc2)c1 (configuration not stated),104,93,80,99,102,112,100,107,97
CCOC(=O)C1C(=O)C=C(c2ccc(Br)cc2)CC1c1sc(N(C)Cc2ccccc2)nc1Cl (configuration not stated),83,94,61,85,100,112,82,91,85
CCCCCCCCCCCCOC(=O)/C=C\C(=O)NC(N)=O,107,74,72,92,95,95,102,92,71
O=C1Nc2ccccc2/C1=C\c1c[nH]c2ccc(F)cc12,.,80,77,87,89,88,100,84,87
COc1ccc(-c2cc(-c3cccnc3)nc3sc(C(=O)Nc4ccccc4)c(N)c23)cc1OC,69,61,57,80,73,55,77,71,59
CCOc1ccc(/C=N/NC(=O)CN2CCN(Cc3ccccc3)CC2)cc1,102,103,99,102,104,106,101,103,99
O=C(/C=C/c1ccncc1F)c1ccc(N2CCNCC2)cc1,101,95,74,96,101,108,102,106,95
Cc1ccc2c(c1)c(-c1nc(-c3cn(C)c4ncccc34)cs1)cn2C(=O)OC(C)(C)C,113,104,90,108,100,113,123,137,92

Part of the list above in order of length of the SMILES, descending:
compound,SF-268,U251,PC-3,SNB-19,SF-539,DU-145,SF-295,OVCAR-3,OVCAR-8
C=C1CCC2C(C)(CO)C(O)CCC2(C)C1C/C=C1/C(=O)OCC1Oc1ccccc1OC (configuration not stated),100,95,88,95,91,90,93,41,85
NS(=O)(=O)c1cccc(Nc2nc(SCC(=O)c3ccc(Br)cc3)nc3c2CCC3)c1,93,63,95,67,95,99,91,.,95
N#Cc1c(Nc2ccccc2)nn2c(-c3ccc(Cl)cc3)ccnc12,100,99,104,100,99,105,99,.,101
CC1Cc2cc(Cl)ccc2-n2cccc21 (configuration not stated),117,107,98,111,81,109,100,119,106
